High-throughput results as filed in PubChem.
POLK inh – DNA polymerase kappa (human) inhibition; Q9UBT6; purified Pol kappa, fluorescent DNA synthesis assay, 10 min; Potency, µM (doses to about 107 µM), for inactives: top-dose activity, negative = inhibition, most hits filed as inhibitors; actives 0.53% (n = 400,000); AID 588579; further: potency means the concentration at half of the fitted maximal effect; on the % scale 0 is the no-effect control and ±100 the full control effect
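50 nM final substrate added after 15 min RT preincubation of 10 nM Pol kappa with compound; fluorescence read at 0 and 10 min.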
Pol beta inh – blocks human DNA polymerase beta activity. P06746. Pol beta primer extension/strand displacement, fluorescence kinetic. Potency, µM (top dose mostly 114 µM), inactives show top-dose activity change, negative = inhibition, hits mostly inhibitors. actives 1.3% (n = 340,000); further: potency means the concentration at half of the fitted maximal effect; on the % scale 0 is the no-effect control and ±100 the full control effect
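Enzyme-only controls used 10 nM Pol beta; buffer lacking enzyme served as negative control. Compound preincubated 15 min, then 50 nM substrate added; 0 and 10 min reads at room temperature.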
12-LOX inh – ALOX12 (human) lipoxygenase inhibition. P18054. purified 12hLO, xylenol orange hydroperoxide absorbance. Potency, µM (doses to about 108 µM), inactives show top-dose activity change, negative = inhibition, most hits filed as inhibitors. actives 1.1% (n = 580,000). AID 1671190; further: potency means the concentration at half of the fitted maximal effect; on the % scale 0 is the no-effect control and ±100 the full control effect
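Purified human 12hLO at 150 nM in 25 mM Hepes, 0.01% Triton X-100, pH 7.0, preincubated 15 min at room temperature with compound. Reaction started with 40 uM arachidonic acid, 30 min at room temperature. Hydroperoxide measured by Fe-xylenol orange, 573/405 nm absorbance ratio.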
Pol iota inh – DNA polymerase iota (human) inhibition | Q9UNA4 | Pol iota fluorescent replication assay, 10 min | Potency, µM (top dose mostly 115 µM), without a hit: top-dose activity, negative = inhibition, usual class: inhibitors | actives 1% (n = 390,000); further: potency means the concentration at half of the fitted maximal effect
Target sequence (Q9UNA4 whole entry, looked up): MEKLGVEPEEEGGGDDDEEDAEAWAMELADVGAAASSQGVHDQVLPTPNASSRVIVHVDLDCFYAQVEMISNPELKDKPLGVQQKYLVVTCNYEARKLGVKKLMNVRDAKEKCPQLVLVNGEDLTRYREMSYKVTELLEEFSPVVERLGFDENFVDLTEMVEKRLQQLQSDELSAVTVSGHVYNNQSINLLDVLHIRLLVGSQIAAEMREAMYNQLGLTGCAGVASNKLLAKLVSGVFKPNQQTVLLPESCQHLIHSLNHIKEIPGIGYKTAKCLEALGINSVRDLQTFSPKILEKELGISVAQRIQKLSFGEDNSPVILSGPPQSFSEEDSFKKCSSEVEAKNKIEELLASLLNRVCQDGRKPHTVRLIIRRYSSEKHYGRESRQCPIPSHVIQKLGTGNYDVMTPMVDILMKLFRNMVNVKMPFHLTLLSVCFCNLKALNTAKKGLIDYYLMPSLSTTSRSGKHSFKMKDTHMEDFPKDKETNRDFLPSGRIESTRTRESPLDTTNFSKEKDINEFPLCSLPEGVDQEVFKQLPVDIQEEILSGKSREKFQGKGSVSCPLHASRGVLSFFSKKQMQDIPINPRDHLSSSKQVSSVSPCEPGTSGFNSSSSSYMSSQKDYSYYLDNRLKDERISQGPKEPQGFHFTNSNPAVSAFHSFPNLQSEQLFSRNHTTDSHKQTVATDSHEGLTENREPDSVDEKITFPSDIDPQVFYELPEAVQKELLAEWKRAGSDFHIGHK
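Fluorescent replication assay read twice, at 0 min and 10 min after adding 50 nM (final) substrate. Enzyme (10 nM) and compounds were first incubated 15 min at room temperature; enzyme-free buffer wells were negative controls.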
ERG Ets-DNA blk – blocks human ERG Ets domain binding to DNA; P11308; fluorescence polarization, His-ERG Ets domain / labelled DNA; Potency, µM (titrated, usually from 76.9 µM), for the others: at the highest dose FP activity, negative = inhibition, usual class: inhibitors; actives 0.028% (n = 370,000); AID 624246; active means well fitted inhibition curve with a large enough effect in the polarisation, with a control signal flat; inconclusive means small, poorly fitted or top-dose-only effect, or effect the other way, or a change in a side signal; inactive means no such curve, though single readings can be large or run the other way; the % refers to the polarisation;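 further: polarization taken with two DNA probes labelled with fluorescein and Texas red; potency means the concentration at half of the fitted maximal effect; % of control where 0% means no effect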
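His-tagged ERG Ets domain (1 uM in the protein solution; 300mM KCl, 50mM Tris-HCl, 1mM EDTA, 1mM DTT, pH 7.5) received compound, then a probe mix of 5 nM fluorescein-DNA and 100nM Texas-615-DNA. Fluorescence polarization was read for both dyes.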
APEX1 inh – APE1 (human) endonuclease inhibition | P27695 | recombinant APE1, TAMRA/BHQ-2 abasic DNA cleavage fluorescence | Potency, µM (titrated, usually from 65.8 µM), inactives show top-dose activity change, negative = inhibition, hits mostly inhibitors | actives 0.35% (n = 350,000);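 further: potency means the concentration at half of the fitted maximal effect; plate controls were vehicle for no effect and reference inhibitor for full effect; nearly all actives have a fitted effect of over 55% in size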
Target sequence (P27695 whole entry, looked up): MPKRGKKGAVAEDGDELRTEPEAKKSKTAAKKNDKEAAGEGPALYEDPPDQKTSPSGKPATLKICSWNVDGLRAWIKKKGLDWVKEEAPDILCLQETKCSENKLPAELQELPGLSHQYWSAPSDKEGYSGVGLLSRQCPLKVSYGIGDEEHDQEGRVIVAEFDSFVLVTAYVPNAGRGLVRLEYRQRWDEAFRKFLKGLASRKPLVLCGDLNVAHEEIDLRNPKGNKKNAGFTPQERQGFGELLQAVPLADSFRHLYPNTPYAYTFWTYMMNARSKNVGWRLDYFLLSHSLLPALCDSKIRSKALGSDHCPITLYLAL
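Measures dequenching upon AP-site incision of a 5'-TAMRA/3'-BHQ-2 THF-containing duplex, 50 nM; human APE1 0.75 nM after 15 min room-temperature exposure to compound; kinetic three-point read at one-minute spacing.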
BLM inh – blocks DNA unwinding by human BLM helicase | Potency, µM (top dose mostly 56.1 µM), inactives show at the highest dose activity change, negative = inhibition, actives largely listed as inhibitors | AID 2528 | actives 0.2% (n = 350,000) | P54132 | recombinant BLM DNA unwinding, fluorescence dequenching;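 further: potency means the concentration at half of the fitted maximal effect; plate controls were vehicle for no effect and no enzyme for full effect; nearly all actives have a fitted effect of over 35% in size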
TRHR agonist – agonists of human TRH receptor; P34981; TRHR cells, calcium flux fluo-8, FDSS agonist mode; activation, % at 2 µM; actives 0.18% (n = 360,000); in the data active means activation above about 30%; further: 0% is about no effect
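Agonist-mode FDSS calcium read (Ex 480/Em 530, 1 s cycles) in 1536-well TRHR cells with fluo-8 dye, after 10-cycle baseline and 23 nL compound addition; TRH at EC20 (10 nM final) added afterwards for the enhancer phase.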
Anesthetic bind – binds horse apoferritin like a general anesthetic | actives 0.074% (n = 350,000) | AID 485281 | apoferritin/1-aminoanthracene competitive binding, fluorescence | Potency, µM (series often up to 77.5 µM), for the others: at the highest dose activity change, negative = displacement, usual class: inhibitors | P02791; further: potency means the concentration at half of the fitted maximal effect; on the % scale 0 is the no-effect control and ±100 the full control effect; nearly all actives have a fitted effect of over 20% in size
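Concentration-response curves derived by four-parameter Hill fitting of normalized fluorescence, where compounds displaced 1-AMA from 10 uM horse apoferritin following a brief 10 min room-temperature incubation; propofol titration acted as positive control.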
An asterisk follows results filed as active; ? = inconclusive; / = not tested or not shown; & = joins results of further samples; [ ] = dose if it differs, or a comment. Unless noted, the call rests on the fitted dose curve; in most records, active means well fitted curve in the direction sought with a large enough effect; inconclusive means small, poorly fitted or top-dose-only effect, or another doubt; inactive means no such curve, though single readings can be large; an effect the other way counts as inactive or inconclusive.

Every second line gives: POLK inh | Pol beta inh | 12-LOX inh | Pol iota inh | ERG Ets-DNA blk | APEX1 inh | BLM inh | TRHR agonist | Anesthetic bind
COc1cc(C)ccc1OCc1cc(C(=O)N2CCCCCCC2)no1
  -5.5% | 21.2% | -9.3% | 0.1% | -0.4% | -12.0% | -4.2% | -0.6 | ?
O=C(COC(=O)c1ccc(O)cc1)Nc1nccs1
  -5.3% | 0.1% | -6.3% | -5.8% | 6.1% | -1.8% | -6.2% | 1.7 | -5.7%
CCOC(=O)c1cc(S(=O)(=O)N(C)Cc2ccccc2)cn1C
  1.2% | 24.3% | 15.1% | 14.2% | 8.0% | 24.0% | -3.3% | -1.0 | -10.0%
CCCc1cc(=O)[nH]c2nnc(SCC(=O)Nc3ccc(NC(C)=O)cc3)n12
  -13.5% | / | -14.0% | -18.3% | 9.6% | -18.3% | / | 0.1 | /
COc1cc2nc(N(C)CCCNC(=O)C3CCCO3)nc(N)c2cc1OC (stereo not given)
  3.9%&-4.3%[60.1 µM] | -13.3% | 145.9%[activator] | / | / | -1.3% | 8.3%&74.5% | -0.4 | -6.9%&-2.4%
CC(C)C[C@@H](CO)N1CCN(Cc2ccccc2)CCC1=O
  -12.0%&10.5%&9.2% | 37.8% | 0.9% | 4.6%&-9.5%&37.2% | -5.6% | 8.8% | 1.7% | 0.9 | -6.0%
COc1ccccc1NC1=C(N2CCCCC2)C(=O)c2ccccc2C1=O
  -9.7% | -3.5% | / | ? | 10.7% | -1.5% | -7.6% | -0.2 | -7.3%
Cc1nc2ccc(S(=O)(=O)NCC(=O)N(C)Cc3ccccc3)cc2s1
  -17.3% | 5.7% | -0.8% | 54.1%[activator] | -9.2% | -9.6% | -0.2% | -0.5 | -9.9%
O=C1NC[C@H](c2ccccc2)N(CCc2cccc3ccccc23)C1=O
  3.5% | 9.2% | ? | 4.2% | -4.9% | 3.0% | 0.0% | -0.5 | -13.0%
CCCCCCn1nc(C(=O)N(CC(C)C)c2c(N)n(CCCC)c(=O)[nH]c2=O)c2ccccc2c1=O
  0.0% | 4.0% | 36.6%[activator] | 35.2%[activator] | 6.4% | -7.6% | -3.9% | -1.4 | -16.1%
COC(=O)c1ccc(NC(=O)CN(c2ccc(C)cc2)S(=O)(=O)c2c(C)n[nH]c2C)cc1
  -11.2% | 0.0% | 31.5%[activator][57.4 µM] | -5.9% | 0.2% | -10.9% | -4.2% | 2.4 | ?
CC1CN(C(=O)c2cc([N+](=O)[O-])cc([N+](=O)[O-])c2)CC(C)O1 (stereo not given)
  -2.2% | 0.2% | -6.9% | 31.1%[activator] | 3.5% | 10.8% | -1.0% | 0.6 | -12.5%
O=C(O)c1ccccc1SCc1cn2ccccc2n1
  -10.6% | 0.4% | ? | 138.2%[activator] | 1.9% | 6.7% | 0.0% | 0.3 | 2.3%
O=C(Cn1cnc2cc([N+](=O)[O-])ccc2c1=O)NCCc1ccc(F)cc1
  -5.3% | -6.0% | -12.1% | 7.1% | 2.3% | 2.2% | -8.9% | -0.6 | -23.3%
Cn1c(=O)[nH]c(=O)c2c1nc(N1CCCC1)n2CC(O)COc1ccccc1 (stereo not given)
  -9.4% | 2.4% | 1.4% | -19.3% | 1.9% | -7.6% | -2.4% | -0.5 | 3.9%
COc1cccc(CN2CCc3nc(N4CCN(c5ncccn5)CC4)ncc3C2)c1
  -1.0%[60.1 µM] | 0.7% | ? | -4.6% | 2.1% | / | -7.0% | -0.9 | -0.6%
CSc1ccc(CCNC(=O)CN2C(=O)COc3ccc(S(=O)(=O)N4CCCCCC4)cc32)cc1
  -3.5% | 24.4% | -18.0% | -15.2% | 6.0% | / | -5.8% | -2.0 | 38.5%[activator]
COc1cc(C#Cc2c(-c3cncn3C)n(C)c3ccc(-c4ccc5cc[nH]c5c4)cc23)cc(OC)c1
  -3.0% | / | 2.9% | 41.0%[activator] | 3.7% | 7.4% | / | / | /
COc1ccc(C2=CC(c3ccccc3Cl)n3nc(-c4ccc(C)cc4)nc3N2)cc1 (stereo not given)
  -3.2% | 25.4% | ? | -6.9% | -4.6% | / | -13.2% | -1.4 | 52.4%[activator]
CCN(CC(=O)Nc1ccc(C(=O)OC)cc1)Cc1ccccc1
  -3.3% | 10.2% | -19.8% | -6.6% | 0.1% | -4.5% | -2.8% | 0.1 | -7.8%
COc1ccc(NC(=O)N2CCn3c2nc2ccccc23)cc1
  -7.5% | 5.7% | 0.0% | 21.7% | -8.1% | -7.9% | -1.7% | 0.1 | -20.2%
CCCCNC(=S)Nc1ccc2[nH]c(=O)[nH]c2c1
  0.5% | -0.2% | ? | 165.1%[activator] | -12.1% | -1.6% | -6.8% | 0.4 | -2.8%
O=C(c1cn(-c2ccccc2)nc1-c1ccccc1)N1CCN(c2ccccn2)CC1
  -8.0% | 18.4% | -9.9% | -19.4% | -1.5% | 2.6% | -5.9% | -1.9 | -6.4%
C=CCOC(=O)C(C#N)c1nc2ccccc2nc1N1CCC(C(=O)OCC)CC1 (stereo not given)
  -6.7% | -15.2% | 20.8% | 0.3% | 6.8% | 10.8% | -12.1% | 3.1 | 1.1%
Cc1ccn2c(=O)c(C(=O)NCCN3CCOCC3)c(O)nc2c1
  -0.2% | 20.9% | -4.8% | 9.5% | -3.5% | 15.5% | 0.1% | 0.3 | 0.6%
Cc1c(C)c2c(c(C)c1O)CCC(C)(COc1ccc(Cc3sc(=O)[nH]c3O)cc1)O2 (stereo not given)
  -15.4%[60.1 µM] | / | / | / | / | -4.1% | -19.2% | / | -14.0%
O=C(NCc1ccccc1)c1ccc(-c2ccc(F)cc2)o1
  -6.1% | -18.0% | 3.5% | -6.0% | -7.3% | -5.7% | -6.4% | -0.8 | -7.5%
Cc1nn(CC(=O)NCc2ccccc2Br)c(=O)c2cc3occc3n12
  -1.5% | 0.4% | -25.5% | ? | 1.2% | / | -6.8% | -0.1 | 3.4%
O=c1[nH][nH]c(=O)c2cc(N3CCCC3)ccc12
  -3.2% | 5.9% | -8.1% | -8.2% | / | -6.6% | 1.4% | -0.2 | 0.4%
c1ccc(CCCNCC2COc3ccccc3O2)cc1 (stereo not given)
  -0.7% | 19.3% | -14.1% | ? | -1.8% | -10.6% | -4.5% | 0.2 | -11.3%

The last 2 compounds of the part above come first, to join the parts:
Every second line gives: POLK inh | Pol beta inh | 12-LOX inh | Pol iota inh | ERG Ets-DNA blk | APEX1 inh | BLM inh | TRHR agonist | Anesthetic bind
O=c1[nH][nH]c(=O)c2cc(N3CCCC3)ccc12
  -3.2% | 5.9% | -8.1% | -8.2% | / | -6.6% | 1.4% | -0.2 | 0.4%
c1ccc(CCCNCC2COc3ccccc3O2)cc1 (stereo not given)
  -0.7% | 19.3% | -14.1% | ? | -1.8% | -10.6% | -4.5% | 0.2 | -11.3%
COc1ccc(-c2nnn(CC(=O)NC(=O)NC3CCCCC3)n2)cc1OC
  2.1% | / | 207.1%[activator] | 4.7% | 1.0% | 11.6% | / | -0.3 | /
O=C(N/N=C/c1ccc([N+](=O)[O-])o1)c1cccc(S(=O)(=O)N2CCOCC2)c1
  -1.5% | 6.3% | 0.0% | 50.2%[activator] | -5.8% | 6.5% | -9.4% | 0.9 | -17.9%
COc1ccc(C(=O)N2CCC3(CC2)CN(c2ccccn2)C3)cc1
  -12.1%[60.1 µM] | / | 0.0%[57.4 µM] | / | / | 7.2% | 4.2% | / | /
Cc1cccc(NC(=O)C2CC(=O)NC(Nc3nc4ccccc4s3)=N2)c1 (stereo not given)
  / | 26.0% | -3.5% | / | / | -0.2% | 0.8% | -0.1 | -6.0%
COCCNC(=O)CSc1nc2ccccc2c(=O)n1CC1CCCO1 (stereo not given)
  5.6% | 25.3% | 1.0% | 22.2% | -3.3% | -5.0% | -1.9% | -0.2 | -2.9%
Cc1ccccc1CSc1nnc(-c2ccccn2)n1C
  4.0% | -2.4% | 9.0% | 10.5% | -16.0% | -3.2% | 1.2% | 0.0 | 3.3%
O=C(COC(=O)C1(c2ccc(F)cc2)CCCC1)N1CCN(C(=O)c2ccco2)CC1
  -12.4% | 7.5% | 228.3%[activator] | -3.0% | -15.8% | 2.3% | 0.7% | -0.1 | -14.2%
O=[N+]([O-])c1ccccc1S(=O)(=O)N1CCN(Cc2cc3c(cc2O)OCO3)CC1
  0.3% | -22.7% | -7.4% | 2.4% | -10.1% | -15.6% | -0.2% | 0.0 | -22.2%
COc1ccc2[nH]cc(CCNc3ncnc4ccc(-c5ccc6c(c5)OCO6)cc34)c2c1
  -4.1%[60.1 µM] | / | -23.4% | / | / | -2.9% | 1.6% | / | /
O=C(COC(=O)c1ccccc1F)Nc1cc(S(=O)(=O)N2CCOCC2)ccc1N1CCCC1
  -15.9% | 18.2% | -11.0% | 120.9%[activator] | 8.6% | 14.2% | -7.1% | -0.8 | -7.9%
NC(=O)c1ccc(NC(=O)COc2ccc([N+](=O)[O-])cc2Cl)cc1
  -8.3% | -11.0% | ? | 5.1% | -1.0% | -8.7% | -5.3% | 0.3 | -5.3%
Cc1ccc(CNC(=O)Cn2cccc2)cc1
  -4.8% | -2.2% | -9.2% | ? | 3.8% | 37.0% | -5.4% | -0.6 | 3.2%
O=C(Nc1ccccc1)C1CCN(S(=O)(=O)c2ccc3c(c2)OCCO3)CC1
  -3.5% | / | 5.1% | -5.3% | 11.3% | 10.8% | / | -0.2 | /
COc1ccccc1C(=O)Nc1nnc(-c2ccc(Cl)cc2)o1
  -6.5% | 9.2% | 11.3% | 27.4% | 12.9% | -2.5% | -0.4% | 0.0 | 1.5%
Cc1ccc(C(=O)CNc2cccc([N+](=O)[O-])c2)cc1
  5.0% | -8.8% | ? | 81.5%[activator] | -3.5% | ? | -3.0% | 0.5 | -12.5%

The list is partial. The share of hits here may be higher or lower than overall.
